From PubChem BioAssay
PI4K2A inh: blocks human PI4K2A kinase activity. AID 1346378. 0.13% of 420,000 active. activity change, negative = inhibition, % at 76.9 µM. purified PI4K2A, ADP-Glo luminescence, 1 h; stronger effect = lower value; in the data active = activity change below about -50%; inconclusive = mostly about -30% to -49%;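 also: -100% = wells without enzyme as full effect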
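In this quantitative HTS, ADP production by PI4K2A was quantified luminescently after 1 h at ambient temperature; 100 microM adenosine served as plate-quality control.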
TRHR enhancer: allosterically enhances the human TRH receptor; AID 493056; TRHR cells, fluo-8 calcium fluorescence, EC20 TRH enhancement; enhancement, % at 2 µM; P34981; 0.66% of 360,000 active; in the data active = enhancement above about 30%; also: 0% is about no effect
Target sequence (P34981 whole entry, looked up): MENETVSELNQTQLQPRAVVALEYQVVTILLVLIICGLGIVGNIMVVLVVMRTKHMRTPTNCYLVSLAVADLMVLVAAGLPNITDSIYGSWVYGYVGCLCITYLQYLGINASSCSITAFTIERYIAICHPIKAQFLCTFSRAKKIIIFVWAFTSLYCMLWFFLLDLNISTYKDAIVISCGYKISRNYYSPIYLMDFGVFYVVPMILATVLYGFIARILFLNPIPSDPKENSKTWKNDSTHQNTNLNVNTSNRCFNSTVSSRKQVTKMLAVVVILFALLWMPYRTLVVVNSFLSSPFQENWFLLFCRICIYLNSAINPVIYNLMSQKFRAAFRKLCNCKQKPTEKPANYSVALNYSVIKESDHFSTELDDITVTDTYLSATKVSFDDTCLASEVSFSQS
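TRHR-expressing cells loaded with fluo-8 calcium dye were read kinetically (ex 480/em 530) during compound addition, then stimulated with an EC20 of TRH (10 nM final). Enhancement of the Gq-mediated intracellular calcium response was scored.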
D2 antag: antagonists of human D2 dopamine receptor | P14416 | HEK293 TREx D2 cells, calcium flux, dopamine EC80 | inhibition, % at 10 µM | 2% of 340,000 active | AID 485344; in the data active = inhibition above about 30%; also: 0% is about no effect
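HEK293 T-REx D2 cells, tet-induced, calcium dye no-wash. Cpd pintool add, 180 s kinetic, then EC80 DA, 180 s kinetic. Ca flux read.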
TRHR agonist: activates the human TRH receptor | P34981 | TRHR cells, calcium flux fluo-8, FDSS agonist mode | activation, % at 2 µM | 0.18% of 360,000 active | AID 493084; in the data active = activation above about 30%; also: 0% is about no effect
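Steps: seed TRHR cells overnight; add fluo-8 no-wash Ca dye, RT 30 min–1.5 h; record 10 s baseline; pin-transfer compounds; monitor fluorescence 1 cycle/s for the agonist window. Calcium increases flag candidate agonists.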
rTrxR1 inhibitor: rat TrxR1 inhibition; O89049; recombinant rTrxR1, NADPH fluorescence consumption, selenite substrate; Potency, µM (titrated, usually from 114 µM), for inactives: at the highest dose activity change, negative = inhibition, usual class: inhibitors; 1% of 390,000 active; AID 588453; also: potency is read from the fitted curve at half-maximal effect; % is scaled to controls: 0 for no effect and ±100 for the full control effect; nearly all actives have a fitted effect of over 65% in size
Target sequence (O89049 whole entry, looked up): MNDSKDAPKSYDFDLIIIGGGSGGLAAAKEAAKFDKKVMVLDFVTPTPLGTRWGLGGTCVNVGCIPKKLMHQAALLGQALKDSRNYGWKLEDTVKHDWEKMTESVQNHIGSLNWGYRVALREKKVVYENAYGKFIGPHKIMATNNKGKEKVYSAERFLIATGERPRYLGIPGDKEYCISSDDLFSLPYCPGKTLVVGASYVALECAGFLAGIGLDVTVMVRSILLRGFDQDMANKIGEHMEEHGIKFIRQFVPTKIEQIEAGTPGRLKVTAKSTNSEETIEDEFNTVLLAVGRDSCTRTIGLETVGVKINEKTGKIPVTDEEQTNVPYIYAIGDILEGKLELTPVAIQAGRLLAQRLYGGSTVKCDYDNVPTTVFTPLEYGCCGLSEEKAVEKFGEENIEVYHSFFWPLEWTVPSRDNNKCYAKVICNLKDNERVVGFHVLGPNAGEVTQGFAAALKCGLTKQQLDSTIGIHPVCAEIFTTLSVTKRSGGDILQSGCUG
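Rat TrxR1 (90 nM in the dispensed reagent) was pre-reduced with 400 uM NADPH for 5 min at room temperature, then incubated with compound for 15 min. After 400 uM selenite was added, NADPH fluorescence (Ex 340/Em 450 nm) was followed for 8 min.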
D2 agonist: D2 dopamine receptor (human) agonism; activation, % at 2 µM; 0.53% of 340,000 active; HEK293 T-REx D2 cells, calcium flux agonist mode;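 active = activation over 3 SD above normal in the single-dose calcium agonist read, cut at about 30% in these data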; also: 0% is about no effect
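Tetracycline-induced HEK293 Trex cells with D2 receptor force-coupled to calcium signaling, plated overnight at 30 C and loaded with no-wash calcium dye. Calcium flux read kinetically for 180 s after compound addition; responses flag agonists.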
USP1-UAF1 inh: inhibitors of human USP1/UAF1 deubiquitinase; O94782; recombinant USP1/UAF1, Ub-Rhodamine cleavage fluorescence; Potency, µM (highest dose often 57.1 µM), inactives show at the highest dose activity change, negative = inhibition, usual class: inhibitors; 0.23% of 390,000 active; AID 743255; also: potency is read from the fitted curve at half-maximal effect; % is scaled to controls: 0 for no effect and ±100 for the full control effect; nearly all actives have a fitted effect of over 60% in size; inactives centre near -12
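1 nM enzyme complex + cpd, 15 min RT; start with Ub-Rho 150nM final; kinetic fluorescence ex 480/em 540, 6 reads q60 s. Buffer 50mM HEPES pH 7.8, 0.5mM EDTA, 0.1 mg/ml BSA, 1mM TCEP, 0.01% Tween-20.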
TrxR1 substrate: rat thioredoxin reductase 1 substrate activity. purified TrxR1 substrate turnover, NADPH consumption readout. Potency, µM (series often up to 114 µM), for inactives: top-dose activity change, negative = substrate turnover. 0.01% of 390,000 active. AID 588456; also: potency is read from the fitted curve at half-maximal effect; % is scaled to controls: 0 for no effect and ±100 for the full control effect; nearly all actives have a fitted effect of over 50% in size
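Rat TrxR1, dispensed at 90 nM, was prereduced with 400 uM NADPH (final) for 5 min at ~22 deg C, then incubated with compound 15 min before 400 uM selenite. A first-read NADPH fluorescence drop versus no-compound background flagged substrates.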
mIDH1 inhibitor: human IDH1 R132H inhibition; Potency, µM (highest dose often 76.6 µM), without a hit: at the highest dose activity change, negative = inhibition, actives largely listed as inhibitors; O75874; 0.093% of 390,000 active; IDH1-R132H enzyme, NADPH consumption, diaphorase/resazurin fluorescence; also: potency is read from the fitted curve at half-maximal effect; % is scaled to controls: 0 for no effect and ±100 for the full control effect; nearly all actives have a fitted effect of over 65% in size
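IDH1-R132H (0.5 ug/mL) preincubated 30 min with compound, then NADPH (0.016 mM) and alpha-KG (2 mM) added; 80 min at RT, pH 7.5. Remaining NADPH coupled via diaphorase/resazurin to fluorescence (540/590 nm); concentration-response curves normalized to no-enzyme control.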
Numbers without * were called inactive; ? = inconclusive; . = not tested or not shown; & = joins results of further samples; [ ] = dose if it differs, or a comment. Unless noted, calls follow the shape of the dose curve; as a rule, active = well fitted inhibition curve with a large enough effect; inconclusive = small, poorly fitted or top-dose-only effect; inactive = no such curve, though single readings can be large or run the other way.

| SMILES | TRHR enhancer | D2 antag | D2 agonist | TRHR agonist | rTrxR1 inhibitor | USP1-UAF1 inh | mIDH1 inhibitor | PI4K2A inh | TrxR1 substrate |
| --- | --- | --- | --- | --- | --- | --- | --- | --- | --- |
| COC(=O)c1ccccc1NC(=O)CN(c1ccccc1)S(=O)(=O)N(C)C | . | . | . | . | 22%[57.1 µM] | -7% | 10% | -4 | 7%[57.1 µM] |
| Cc1ccc(/C=N/NC(=S)Nc2cccc(S(=O)(=O)N(C)C)c2)o1 | -1 | -10 | -1.2 | -0.6 | -27% | -2% | -1% | 0 | -16% |
| CCN1CCN(c2cc(C)c3cc(NC(=S)N(CC)CC)ccc3n2)CC1 | -3 | -24 | -0.3 | 0.8 | 0% | -20% | 1% | -2 | 3% |
| Cc1noc(C)c1N=Nc1ccccc1C(=O)O | 25 | 0 | 0.4 | 0.6 | 16% | -8% | 1% | -3 | -3% |
| Cc1cccn(Cc2c(Cl)cccc2Cl)c1=O | . | . | . | . | -17% | -5% | -9% | 5 | -7% |
| COc1ccccc1N1CCN(S(=O)(=O)CCNC(=O)Cc2ccc(Cl)cc2)CC1 | -4 | . | -1.4 | -1.1 | 2%[57.1 µM] | -26% | -12% | 5 | -7%[57.1 µM] |
| Cc1ccc(C(=O)NC(=S)N2CCN(c3ccccc3F)CC2)cc1 | -4 | 10 | 7.6 | -0.4 | -6% | -20% | 6% | 4 | -7% |
| Cn1nnnc1SCCCNCc1ccc(Cl)cc1 | 6 | . | 1.0 | 1.4 | 19% | -13% | -11% | -2 | 6% |
| N/C(Cc1ccc([N+](=O)[O-])cc1)=N\OC(=O)c1ccc([N+](=O)[O-])cc1 | -2 | -1 | 0.0 | -0.4 | 1% | -21% | 4% | 0 | 2% |
| CN(C)c1ccc(/C=N/NC(=O)Cn2nnc3ccccc32)cc1 | 2 | -6 | 0.2 | 29 | ? | -4% | 3% | 3 | 26% |
| COC(=O)c1cc(S(=O)(=O)NCC2CCN(Cc3cc(C)ccc3C)CC2)c[nH]1 | 9&-3 | -5 | 0.0&0.2 | 0.2&-0.1 | 12% | -16%&-10% | -10%&0% | -6&4 | 2% |
| COc1cc(OC)c(N2CC(C(=O)Nc3cccc(C(=O)NC4CC4)c3)CC2=O)cc1Cl (stereo unspecified) | 0 | . | . | 0.4 | 3%[57.1 µM] | 0% | -2% | -1 | 2%[57.1 µM] |
| CC(C)NC(=S)n1cc(C(=O)c2cc(Cl)cc(Cl)c2O)cn1 | -4 | -6 | -0.3 | 1.0 | -5% | -20% | -1% | 0 | -1% |
| C=CCN1C(=O)CN=C1Nc1cccc(C)c1 | 5 | . | . | -0.8 | -10% | -3% | 1% | 0 | -10% |
| CC(C)N(Cc1nc(-c2ccccc2)no1)C(=O)c1ccc(Br)o1 | -6 | 4 | -0.2 | -0.1 | -11% | -1% | 0% | -2 | -5% |
| COc1ccc(-c2cc(C(=O)N/N=C/c3ccc(OC)c(COCC(F)(F)C(F)F)c3)c3ccccc3n2)c(OC)c1 | 0 | -5 | -0.1 | 1.5 | 14% | -8% | 3% | -17 | 14% |
| CCC(C)(C(=O)NC1CCCCC1)N(Cc1cccs1)C(=O)c1ccccn1 (stereo unspecified) | 3 | -5 | -0.9 | -0.3 | 17%[57.1 µM] | ? | 2% | 1 | -18%[57.1 µM] |
| CCc1cccc2c(C(=O)CN3C(=O)N(C)C4(CCCCC4)C3=O)c[nH]c12 | 2 | 16 | 0.8 | -0.1 | 20% | -10% | -3% | 1 | -4% |
| CCOC(=O)c1cccc(NC(=O)CSc2nncn2-c2ccccn2)c1 | 0 | 3 | -2.0 | -0.2 | 33%[57.1 µM] | -18% | 15% | 0 | -9% |
| Cc1ccc(S(=O)(=O)Oc2ccccc2/C=N/NC(=O)c2nn(C)cc2[N+](=O)[O-])cc1 | 0 | 0 | -0.1 | -0.4 | -2% | -20% | 10% | 1 | -8% |
| CC(=O)Nc1ccc(N2C(=O)CC(N3CC(C)OC(C)C3)C2=O)cc1 (stereo unspecified) | 3 | -10 | 1.2 | 1.1 | -11% | -5% | -1% | 0 | -6% |
| Cn1c(N)c(C(=O)COC(=O)/C=C/c2cccc(F)c2)c(=O)n(C)c1=O | 2 | -17 | -0.1 | 0.5 | 11% | -5% | 8% | -3 | 2% |
| O=C(C[C@@H]1C/C=C\C[C@H](Cc2ccc(F)cc2)C(=O)OC[C@@H](c2ccccc2)NC1=O)NCCO | . | . | . | . | 27%[57.1 µM] | 20% | 2% | 1 | 14%[57.1 µM] |
| Oc1c(C(c2ccc(F)cc2)N2CCc3ccccc3C2)sc2ncnn12 (stereo unspecified) | -7 | -10 | 0.0 | -0.2 | -21%[57.1 µM] | -15% | 4% | 8 | 3%[57.1 µM] |
| CCC(=O)NCC(=O)OCC(=O)c1ccccc1 | 1 | -19 | -0.8 | 0.7 | 14% | 1% | 12% | -14 | 5% |
| O=c1[nH]c(C(F)(F)F)nc2ccccc12 | -5 | -3 | 0.2 | -0.3 | -12%[57.1 µM] | -7% | -2% | 1 | -5% |
| O=C(NC(=S)NCCc1ccccc1)c1ccco1 | 3 | 6 | -0.2 | -0.1 | -11% | -16% | 7% | 0 | 1% |
| COC(=O)c1ccc(/C=C2\SC(=S)N(CCCC(=O)N3CCOCC3)C2=O)cc1 | . | . | . | . | 6% | -3% | 4% | 11 | 3% |
| COc1ccc2ccccc2c1CN1CCN(C)CC1 | -5 | 40* | 1.2 | 0.7 | 3% | -14% | -2% | 3 | 13%[57.1 µM] |
| CCOC(=O)C1=C(C)NC(=O)NC1c1ccc(OCC(N)=O)cc1 (stereo unspecified) | -2 | 1 | 0.0 | 0.9 | 17%[57.1 µM] | -11% | 7% | -3 | -19%[57.1 µM] |
| Nc1ncnc2c1ncn2[C@@H]1O[C@H](CNS(=O)(=O)c2cc(S(=O)(=O)c3ccccc3)cs2)[C@@H](O)[C@H]1O | . | . | . | . | 16% | -27% | 10% | -2 | 5% |
| Cc1cc(C)n(CC(O)Cn2c3ccc(Cl)cc3c3cc(Cl)ccc32)c(=O)n1 (stereo unspecified) | 0 | 2 | -0.1 | 0.8 | 24% | -6% | 1% | 1 | 10%[57.1 µM] |
| O=C(c1ccccc1F)N1CCN=C1SCc1cccnc1 | 14 | -21 | 0.8 | -0.3 | 21% | -15% | 5% | 0 | 5% |
| O=C(COc1ccc(S(=O)(=O)Nc2ccccc2)cc1)N1CCOCC1 | -6 | 0 | 0.6 | 0.5 | 8%[57.1 µM] | -8% | 1% | -3 | 6%[57.1 µM] |
| CCOC(=O)C1C(=O)C=C(C)C(C(=O)OCC)C1c1ccc(OC)cc1 (stereo unspecified) | -3 | 28 | 0.9 | 0.6 | 18% | 1% | 5% | 6 | 2% |
| Cc1ccc(-c2ncccc2OC(=O)C23CC4CC(CC(C4)C2)C3)cc1 | 2 | -13 | -0.2 | 0.4 | 17% | ? | 7% | -2 | 16% |
| COc1ccc(-n2ncc3c(=O)n(CC(=O)N(C(C)C)C(C)C)cnc32)cc1 | 3 | 12 | -0.2 | -0.5 | 11% | -21% | -7% | 1 | 3% |
| CC1CC(C)CN(CC(=O)c2c[nH]c3ccccc23)C1 (stereo unspecified) | -3 | 11 | 12 | 14 | 6% | -24% | -2% | 1 | 5% |
| O=C(Nc1ccnn1C1CCN(Cc2ccc(C#CCCO)cc2)CC1)c1cccc(F)c1 | 2 | -20 | -1.0 | 0.4 | 13% | -13% | -12% | 5 | 5% |
| CCOc1ncccc1C(=O)NNC(=O)c1cccc(S(=O)(=O)Nc2ccccc2OC)c1 | 9 | -12 | 0.1 | -0.7 | 15% | -24% | 3% | 2 | 2% |
| COc1ccc(N2CC(C(=O)O)CC2=O)cc1 (stereo unspecified) | 6 | -13 | -0.5 | 0.1 | -5% | 9% | 0% | -6 | 3% |
| COc1ccc(NC(=O)CN(C)C(=O)c2oc3ccccc3c2C)cc1 | -4 | 31* | -1.0 | -0.4 | 10% | -10% | 2% | -1 | 3% |
| COc1ccccc1CNC(=O)c1ccc(N2CCCC2)c(NC(=O)NCc2ccc(F)cc2)c1 | 17 | . | -2.7 | -1.2 | 5%[57.1 µM] | -11% | 11% | -1 | -1%[57.1 µM] |
| CCCCN(C)Cc1c(O)ccc2c(=O)c(-c3ccccc3OC)coc12 | -2 | -13 | 0.6 | -0.4 | 9% | -26% | -3% | -3 | 309%[activator] |
| CSc1cccc(NC(C)=O)c1 | 1 | 6 | -0.7 | -0.4 | -16% | -6% | 2% | -4 | -17% |
| CCN(c1ccc(NC(=O)CN2C(=O)NC3(CCOc4ccccc43)C2=O)cc1)C(C)C (stereo unspecified) | -2 | -17 | 0.0 | 0.0 | 0%[57.1 µM] | -24% | 0% | 2 | 4%[57.1 µM] |
| Cc1[nH]c2ccccc2c1C(=O)COC(=O)c1c(-c2ccccc2)noc1C | 6 | 10 | 0.2 | 0.9 | 15%[57.1 µM] | -9% | -3% | -3 | -2%[57.1 µM] |
| COc1ccc2c(Cl)c(C(=O)N/N=C/c3cccnc3)sc2c1 | -3 | 2 | -0.8 | -0.8 | 14% | -21% | 7% | 0 | 11% |

A few values from the results shown:
`O=C(Nc1ccnn1C1CCN(Cc2ccc(C#CCCO)cc2)CC1)c1cccc(F)c1` | D2 antag: -20
`COc1cc(OC)c(N2CC(C(=O)Nc3cccc(C(=O)NC4CC4)c3)CC2=O)cc1Cl` (stereo unspecified) | TrxR1 substrate: 2%[57.1 µM]
`COc1ccc(NC(=O)CN(C)C(=O)c2oc3ccccc3c2C)cc1` | D2 antag: 31*
